HCV core dimer – blocks dimerization of HCV core protein. inhibition, % at 5 µM. TR-FRET GST/Flag-core106 dimerization, 1536-well. 0.33% of 300,000 active;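 active = inhibition above the mean of all tested compounds plus 3 SD, set per screening campaign, cut at about 45% in these data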
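test system = GST/Flag-tagged HCV core106 proteins | probe or stimulus = Eu donor and XL665 acceptor anti-tag antibodies | times = compound-protein-antibody incubation 4 h at 22.5 °C | signal = TR-FRET, excitation 340 nm, emission 617 and 671 nm | measure = percent inhibition of core106 dimerization signal | controls = wells lacking GST-core106 and wells with excess unlabelled core106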
ZTA DNA inh – blocks Epstein-Barr virus ZTA, an EBNA-1 counter-screen; 0.15% of 320,000 active; P03206; ZTA-DNA binding, fluorescence polarization; inhibition, % at 11 µM; in the data active = inhibition above about 33%
Target sequence (P03206 whole entry, looked up): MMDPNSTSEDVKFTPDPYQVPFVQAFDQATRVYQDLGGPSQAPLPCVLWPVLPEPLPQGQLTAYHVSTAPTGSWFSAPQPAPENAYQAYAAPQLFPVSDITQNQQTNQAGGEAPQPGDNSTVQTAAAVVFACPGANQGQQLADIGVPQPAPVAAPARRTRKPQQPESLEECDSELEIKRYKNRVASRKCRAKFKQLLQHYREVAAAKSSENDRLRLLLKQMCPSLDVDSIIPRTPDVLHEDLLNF
PP5 inh – inhibitors of human protein phosphatase 5 (PP5); P53041; purified PP5c, OMFP substrate fluorescence; inhibition, % at 6.7 µM; 0.18% of 320,000 active; AID 1987;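 active = inhibition above the campaign's mean inhibition across all tested compounds plus 3 SD, cut at about 9.5% in these data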;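 also: 0% = DMSO only and 100% = 100 µM cantharidin control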
EBNA-1 inh – blocks EBNA-1 binding to DNA | EBNA-1 DNA binding, fluorescence polarization | AID 1950 | 0.34% of 300,000 active | inhibition, % at 14.8 µM; in the data active = inhibition above about 28%
Fh CTSL1 inh – counter-screen for PFM18AAP inhibitors: inhibitors of F. hepatica cathepsin L1. recombinant F. hepatica cathepsin L1, Z-Leu-Arg-MCA fluorescence. inhibition, % at 5.96 µM. 0.49% of 300,000 active. AID 1906;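 active = inhibition above the mean of all tested compounds plus 3 SD, set per screening campaign, cut at about 17% in these data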;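 also: 0% = plate median of test compound wells and 100% = 1 µM Z-Phe-Ala-diazomethylketone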
Efflux pump mplx – inhibitors of Candida antifungal efflux pumps expressed in yeast; S. cerevisiae Candida pump triplex, Nile Red efflux; inhibition, % at 10 µM; 0.44% of 330,000 active;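 active = plate passing quality check with inhibition over a set limit, or well fluorescence over plate mean plus 4 SD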;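 also: Nile Red retained in pooled yeast measured as flow cytometry median fluorescence; 0% = buffer negative control and 100% = Enniatin B positive control; higher means more Nile Red kept so more efflux inhibition; some compounds called inactive have numbers as strong as hits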
PP1 inh – counter-screen for PP5 inhibitors: inhibitors of human PP1-alpha | P62136 | purified PP1alpha, OMFP fluorescence | inhibition, % at 6.7 µM | 0.9% of 320,000 active | AID 2235;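 active = inhibition above the mean inhibition of all tested compounds plus 3 SD, computed separately for each screening campaign, cut at about 15% in these data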
PREPL inh – inhibitors of human prolyl oligopeptidase-like enzyme PREPL | inhibition, % at 5.96 µM | 0.68% of 320,000 active | recombinant PREPL, fluorescence polarization activity-based probe; in the data active = inhibition above about 43%;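 also: 0% = enzyme with DMSO and 100% = wells lacking enzyme; many of its hits are not listed in these tables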
Target sequence (Q4J6C6 whole entry, looked up): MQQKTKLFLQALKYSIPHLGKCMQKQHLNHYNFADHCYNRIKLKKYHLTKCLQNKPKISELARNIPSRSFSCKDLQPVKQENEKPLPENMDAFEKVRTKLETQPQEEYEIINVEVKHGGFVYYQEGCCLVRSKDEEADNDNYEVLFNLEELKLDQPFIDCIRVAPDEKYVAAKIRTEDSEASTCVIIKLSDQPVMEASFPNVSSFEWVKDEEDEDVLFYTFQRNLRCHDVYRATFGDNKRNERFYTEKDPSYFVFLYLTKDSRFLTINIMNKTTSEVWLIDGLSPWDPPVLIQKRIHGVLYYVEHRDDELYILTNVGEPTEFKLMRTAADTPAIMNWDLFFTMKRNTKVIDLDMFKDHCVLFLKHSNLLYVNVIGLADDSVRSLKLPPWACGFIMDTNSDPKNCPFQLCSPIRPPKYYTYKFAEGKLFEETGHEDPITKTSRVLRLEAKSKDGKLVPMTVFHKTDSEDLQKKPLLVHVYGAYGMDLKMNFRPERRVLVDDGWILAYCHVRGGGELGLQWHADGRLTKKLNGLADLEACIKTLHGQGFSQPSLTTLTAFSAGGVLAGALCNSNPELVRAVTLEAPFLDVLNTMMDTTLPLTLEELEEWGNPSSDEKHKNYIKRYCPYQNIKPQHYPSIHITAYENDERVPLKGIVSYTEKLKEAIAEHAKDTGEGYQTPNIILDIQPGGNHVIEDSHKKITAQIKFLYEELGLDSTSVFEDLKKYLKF
TPT1 inh – C. albicans TPT1 enzyme inhibition | 0.81% of 300,000 active | recombinant caTPT1, FP RNA substrate dephosphorylation | inhibition, % at 5 µM;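 active = inhibition above the mean of all tested compounds plus 3 SD, set per screening campaign, cut at about 24% in these data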;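 also: plate controls were DMSO alone for no effect and ferristatin control at 100 nM for full effect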
The depositor's hits bear a star; · = no result given. A portion of the library (hit frequency here may not be typical).

SMILES	HCV core dimer	ZTA DNA inh	PP5 inh	EBNA-1 inh	Fh CTSL1 inh	Efflux pump mplx	PP1 inh	PREPL inh	TPT1 inh
CCc1ccc(-c2cc(C(F)(F)F)n3nc(C(=O)Nc4cnn(Cc5ccccc5C)c4)cc3n2)s1	0	3	0.4	-4	-1	0.0	-3	12	5
CCN1CCN(S(=O)(=O)c2cc(OC)c(Cl)cc2OC)CC1	-4	12	2.5	3	0	0.0	-5	-5	4
CCOC(=O)c1ccc(Nc2nnc3nc(C)cc(C)n23)cc1	4	1	-4.1	-10	-5	0.2	-10	9	0
CCOC(=O)C1=C(C)NC(SC)=NC1c1ccc(OC)cc1 (stereo not given)	-1	-6	-1.3	13	0	0.1	-3	-5	-2
CCOc1cc2[nH]c(=S)n(CCCOC)c(=O)c2cc1OCC	0	4	-3.3	8	4	0.0	1	8	0
Cc1ccc(C(C(=O)NC2CCCCC2)N(C(=O)Cc2c[nH]c3ccccc23)c2ccccc2C)o1 (stereo not given)	11	9	1.4	-1	1	0.8	4	14	2
CC(C)CCN1CC(C(=O)NC(C)C)CC1=O (stereo not given)	-9	5	-0.5	0	-1	0.0	-4	-1	-1
COc1ccccc1NC(=O)CCC(=O)Nc1nnc(C(F)(F)F)s1	4	11	1.3	9	-4	-0.1	-4	5	3
COC(=O)c1[nH]c2cc(OC)ccc2c1N	-41	1	-1.0	-13	3	0.2	-9	3	2
COc1cccc(CC2(CO)CCN(Cc3cnc(-c4cccc(C)c4)nc3)CC2)c1	-4	0	-2.3	-1	0	-0.1	1	-13	1
COc1ccc(Cl)cc1NC(=O)CN(C(=O)c1ccco1)C1CCCCC1	11	5	4.7	-8	-3	0.4	3	14	2
COc1ccc(CC(=O)NCC(=O)Nc2ccccc2Br)cc1	-16	-21	3.8	-4	0	-0.2	1	10	-2
CN(C)S(=O)(=O)N1CCN(c2ccccc2Cl)CC1	6	-12	2.6	-5	2	0.1	-2	-1	1
O=C(CNS(=O)(=O)c1ccc(Br)s1)NCCc1ccc(Cl)cc1	0	9	1.5	-7	0	0.1	4	-19	-8
COc1ccc(NS(=O)(=O)c2cc(NC(=O)c3cnc(C)cn3)ccc2N2CCCC2)cc1	6	-6	5.1	6	-3	0.2	4	10	-3
COc1ccc(C(=O)OCC(=O)Nc2ccc(F)cc2F)cc1OC	-4	-3	2.0	-8	-5	0.0	-2	-3	0
O=C(Cc1csc(Nc2nc(=S)[nH]c3ccccc23)n1)NCc1cccc(Cl)c1	3	17	0.0	8	3	-0.4	0	6	1
CCOC(=O)C1CCCN(CC(=O)Nc2c(C(=O)OC)[nH]c3ccc(Cl)cc23)C1 (stereo not given)	6	0	0.4	9	1	-0.1	3	3	-2
CCOc1ccc(CC(=O)Nc2cccc(-c3ccc4nnc(C)n4n3)c2)cc1	-2	4	1.3	1	3	0.0	2	-15	-1
COc1ccc(N2CCN(C(c3cccs3)C(C)NC(=O)C(=O)N3CCOCC3)CC2)cc1 (stereo not given)	-17	-3	1.5	-8	0	-0.1	0	20	-5
CC1=Nc2cc(C(=O)N3CCCC3)ccc2Sc2c(C)ccc(C)c21	7	4	0.8	1	-4	-0.2	0	-13	0
COc1ccc2oc(=O)c(C(=O)OCC(=O)c3ccc([N+](=O)[O-])cc3)cc2c1	5	-9	3.8	-14	2	0.1	-4	2	-1
CCC(=O)N1c2ccccc2NC2=C(C(=O)CCC2)C1c1ccccc1 (stereo not given)	17	-3	-1.4	-3	0	-0.1	-5	8	1
Cc1cc(NC(=O)c2ccccc2C)n(-c2cccc(F)c2)n1	-6	4	-0.9	1	0	-0.2	1	7	-1
CC1=C(C(=O)OCC2CCCO2)C(c2coc3ccc(Cl)cc3c2=O)C2=C(CCCC2=O)N1 (stereo not given)	5	-5	1.5	2	-1	0.0	-2	3	-2
CCOc1ccc(-c2cccc(NS(=O)(=O)c3cc([N+](=O)[O-])ccc3Cl)c2)nn1	13	-12	1.0	-7	7	0.1	4	5	-1
COC(=O)C1=C(C(=O)OC)[C@@H]2N(C)c3ccccc3[C@@]23C[C@@H](C(=O)OC)N(C(=O)C2CCC2)C3=N1	6	8	0.0	13	1	0.1	-3	1	0
CC(=O)Oc1cccc(N2C(=O)c3ccc(C(=O)O)cc3C2=O)c1	6	17	2.0	6	-26	0.0	4	2	-2
COc1ccc(O[C@H]2C=C[C@@H](c3ccccc3)O[C@@H]2CO/N=C(\C)CCN2CCc3nc(-c4ccccc4)c(-c4ccccc4)cc3C2)cc1	15	3	1.7	-3	1	0.2	19*	16	5
Cc1cc(NC(=O)CCC(=O)N(Cc2ccco2)C2(C(=O)NC3CCCC3)CCCCC2)no1	-7	-5	0.8	-1	-1	0.0	-2	9	1
COc1ccc(-c2csc(N(CCCN(C)C)C(=O)c3ccccc3C)n2)cc1	-3	9	3.6	-9	-4	0.3	6	-41	-3
Cc1ccc(CN2CCN(Cc3nc4ccccc4nc3C)CC2CCO)cc1 (stereo not given)	-2	-10	0.9	-25	-1	0.2	-2	-3	-3
CC(=O)c1ccc(OCC(=O)NCC(c2ccco2)N2CCCCC2)cc1 (stereo not given)	0	-7	-1.2	-13	-4	0.1	6	22	0
CCOc1ccccc1CNC(=O)C1CCCN(c2nnc(C)c3c(C)n(-c4ccccc4)nc23)C1 (stereo not given)	17	11	0.8	1	-1	-0.1	5	12	6
CN1CCN(CC#CCn2c3ccccc3c3ccccc32)CC1	-1	-10	4.7	2	1	0.3	4	10	2
O=C(CN(C(=O)CCC(=O)Nc1nccs1)c1ccccc1F)NCC1CCCO1 (stereo not given)	-5	-5	-0.2	3	3	0.0	2	16	0
Cc1ccccc1NC(=O)C1=CC=CN2CCS(=O)(=O)N=C12	·	-6	0.2	·	·	0.0	-2	1	·
O=C(NCCCNC(=O)c1cnccn1)c1ccc(Cl)cc1	-5	-11	0.8	-6	-5	0.2	0	-11	-7
CN(CC1CCCN(CCc2ccc(F)cc2)C1)C(=O)CCC(N)=O (stereo not given)	-12	0	-1.7	-4	8	-0.1	-4	1	-2
CCC(C)[C@@H](C(=O)NCC1CCC(C(=O)O)CC1)n1nnc2ccccc2c1=O (stereo not given in full)	-5	-9	0.3	3	3	-0.4	0	2	0
Cc1cccc(C(=O)OCC(=O)NCC(C)C)c1O	2	-13	-2.8	-2	4	-0.1	-1	13	-4
Cc1cc(C)c2cc(C(c3nnnn3CC3CCCO3)N3CCN4CCCC4C3)c(=O)[nH]c2c1 (stereo not given)	-1	-1	0.9	-11	2	0.0	-4	1	7
N#CC(C#N)=C(N)Nc1cccc(Cl)c1	-2	-1	-2.8	2	3	0.1	-1	-16	-2
CCN(C(=O)c1c(N)cnn1C)c1ccccc1	1	8	-1.3	6	-1	-0.1	0	-7	0
CCc1cc(=O)oc2cc(OCC(=O)NCCN3CCOCC3)c(Cl)cc12	-4	-15	-2.0	-3	13	-0.2	0	9	-6
Cn1cccc1C(=O)OCC(=O)NC1CCS(=O)(=O)C1 (stereo not given)	0	-10	-1.5	11	-5	0.0	-4	2	1
CN(C)CCOc1ccc(/C(=C(/CCCl)c2ccccc2)c2ccccc2)cc1	-17	-19	5.2	-8	-5	-0.2	21*	-3	-3
CC(C)CN(C(=O)COC(=O)Cc1c[nH]c2ccccc12)C1CCS(=O)(=O)C1 (stereo not given)	-3	-5	2.7	-4	-4	0.2	-1	25	3
CC(=O)OCC1OC(Sc2cccc3cccnc23)C(OC(C)=O)C(OC(C)=O)C1OC(C)=O (stereo not given)	7	17	-0.5	-1	0	0.0	-4	6	-6
C=CCNC(=O)c1ccc2c(c1)nnn2C	-7	-5	1.6	-25	-3	-0.1	0	1	1
COc1ccc(OC)c(C2NC(=S)NC3=C2N2CCC3CC2)c1 (stereo not given)	0	7	0.2	-1	2	0.0	-3	-3	2
COc1ccc(CN(CC(O)COc2cccc3[nH]cc(C)c23)C(C)(C)C)cc1 (stereo not given)	-13	-7	2.4	-9	2	0.0	1	1	-1
O=S(=O)(c1ccc2c(c1)OCCO2)N1CCC(n2nnc3cc(C(F)(F)F)ccc32)CC1	5	14	5.7	-1	-2	0.4	3	-10	-1
Nc1ccc(-c2c3ccc(=O)cc-3oc3cc(O)ccc23)cc1C(=O)O	-3	8	-14	2	4	0.2	-19	8	-10
Fc1cccc(Cc2noc(CN3CCCCC3CCc3ccccn3)n2)c1 (stereo not given)	-3	-5	1.6	4	5	0.0	3	7	-4
CC(=O)N/C(=C/c1ccc2c(c1)OCO2)C(=O)Nc1ccccc1	2	-4	1.1	0	3	-0.1	-3	-4	2
COC(=O)c1cc(C#N)c(N(C)Cc2ccccc2)nc1C	2	-23	5.0	1	3	-0.3	0	4	-3
CN(Cc1ccc(Cl)c(Cl)c1)C(=O)CN1C(=O)NC2(CCCC2)C1=O	2	14	-0.6	2	0	-0.1	-6	6	-1
O=C(COc1ccc(Cl)cc1)Nc1nc(-c2ccc(S(=O)(=O)N3CCOCC3)cc2)cs1	-3	-5	1.6	16	1	0.0	6	-11	-2
CCOC(=O)CC1OC(=O)c2cc3c(cc21)C(=O)OC3CC(=O)OCC (stereo not given)	-7	-7	2.5	1	1	0.3	-4	-1	-4
More entries:
SMILES	HCV core dimer	ZTA DNA inh	PP5 inh	EBNA-1 inh	Fh CTSL1 inh	Efflux pump mplx	PP1 inh	PREPL inh	TPT1 inh
COc1ccc(CCN(C)C2CCCN(C(=O)Cn3cccn3)C2)cc1OC (stereo not given)	-3	-4	-2.6	-10	-3	0.3	1	3	1
COC(=O)c1ccc(CSc2ccccc2C)o1	-3	5	1.3	0	-3	0.1	-3	-2	-3
CCOc1ccccc1OCCn1nnc2ccccc21	-4	-21	1.1	-2	0	0.0	2	7	0
CN(CC(=O)Nc1c(Cl)cccc1Cl)C(=O)c1ccccc1-c1nc2ccccc2s1	6	17	-3.5	9	1	0.0	-3	-14	1
C=CCn1c(=N)n(CC(=O)O)c2ccccc21	-3	30	0.2	9	0	-0.1	-1	2	-2
Cc1ccc(NC(=O)COc2ccc3c(c2)CCC3)nc1	-1	-2	-1.0	-14	2	0.1	-7	-1	4
N#Cc1c(-c2ccccc2)cc(-c2ccccc2)nc1Br	23	-8	2.5	-5	0	0.1	-2	1	0
Cc1ccc(OCc2cc(C(=O)N3CCC(Oc4cccnc4)CC3)no2)cc1C	-2	9	2.6	-7	4	0.0	0	6	3
CCOC(=O)C1=C(C)N=C2SCCC(=O)N2[C@@H]1/C=C/c1ccccc1	1	7	0.9	11	1	-0.1	0	-1	-2
COc1ccc(OC)c(S(=O)(=O)Nc2ccc3oc(C)c(C(C)=O)c3c2)c1	-5	-8	2.3	2	-8	-0.1	5	-15	-2
Nc1ccc(-c2cnc(-c3ccc(N)cc3)nc2)cc1	-10	10	0.5	-13	5	0.0	0	-8	-3
